Assay outcomes: PubChem BioAssay, National Center for Advancing Translational Sciences (NCATS)
Nrf2 activator: Nrf2 pathway activation. AREc32 ARE-luciferase reporter (MCF7-derived line), luminescence, 24 h. 410,000 compounds, 0.31% hits. Potency, µM (titrated, usually from 46.1 µM), for inactives: at the highest dose activation, actives largely listed as activators; note: potency is the fitted concentration of half-maximal effect; % of control where 0% means no effect; nearly all actives have a fitted effect of over 65% in size
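Each well held 1000 AREc32 cells, which were incubated with compound for 24 hr at 37 deg C after overnight attachment, and ARE reporter activity was quantified by firefly luciferase luminescence.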
Nrf2 inh: blocks Nrf2 signaling. Potency, µM (top dose mostly 46 µM), for the others: top-dose activity change, negative = inhibition, usual class: inhibitors. 360,000 compounds, 2.1% hits. A549 ARE-Fluc reporter, luciferase luminescence, 18-24 h. AID 504444; note: potency is the fitted concentration of half-maximal effect; % is set by controls: 0 for no effect and ±100 for the full control effect; nearly all actives have a fitted effect of over 60% in size
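Quantitative HTS in A549 cells stably bearing an antioxidant response element-firefly luciferase construct. Inhibition of Nrf2-driven transcription was scored by luminescence after 18-24 h of compound exposure at 37 °C.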
A549 tox: counter-screen for Nrf2 inhibitors: cytotoxicity in A549 cells. A549 ARE-Fluc cells, CellTiter-Fluor viability, 18-24 h. Potency, µM (top dose mostly 46 µM), for the others: top-dose activity change, negative = cytotoxicity, hits mostly inhibitors. 390,000 compounds, 0.16% hits. AID 504648; note: potency is the fitted concentration of half-maximal effect; % is set by controls: 0 for no effect and ±100 for the full control effect
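A549 ARE_Fluc cells in 5% FBS OPTI-MEM were exposed to compounds in concentration-response for 18-24 h at 37 deg C. Viability was read by CellTiter-Fluor fluorescence (Ex 405/Em 525) after 30 min, before the luciferase read.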
TGFb SMAD3 inh: blocks TGF-b signaling; HepG2 CAGA-GFP TGF-b/SMAD3 reporter, GFP fluorescence, 18 h; TGF-beta stimulated, 500 pg/mL final; Potency, µM (titrated, usually from 46.1 µM), inactives show top-dose activity, negative = inhibition, actives largely listed as inhibitors; 410,000 compounds, 1.2% hits; note: potency is the fitted concentration of half-maximal effect; % is set by controls: 0 for no effect and ±100 for the full control effect; nearly all actives have a fitted effect of over 65% in size
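Read-out: total well GFP (ex488/em500-530) summed from mean per-cell fluorescence. Cells: HEPG2 CAGA-GFP, 1% FBS DMEM, 18 h at 37 degrees C with 500 pg/mL final TGF-beta. Unstimulated wells served as the full-inhibition control; stimulated DMSO wells = 0%.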
HepG2 tox: kills HepG2 cells in TGF-b inhibitor counter-screen; HepG2 CAGA-GFP viability, ATP luminescence, 18 h; Potency, µM (series often up to 46.1 µM), for the others: at the highest dose activity change, negative = cytotoxicity, most hits filed as cytotoxic; 410,000 compounds, 0.76% hits; AID 588856; note: potency is the fitted concentration of half-maximal effect; some results filed as inactive show a strong effect at the top dose
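HepG2 CAGA-GFP cells (1000/well, DMEM with 1% FBS) received compound, then TGF-beta at 500 pg/mL final, and were incubated 18 hours at 37 degrees C. Viability was read by CellTiter-Glo luminescence. Media-only wells were set as complete cell-killing and DMSO as no toxicity.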
ATXN viability: viability counter-screen for ATXN expression inhibitors | Potency, µM (doses to about 56.7 µM), hits mostly cytotoxic | 400,000 compounds, 0.49% hits | S2 cells (HEK-293 line with an ATXN2-luciferase reporter) viability, CellTiter-Fluor protease fluorescence, 24 h; note: potency is the fitted concentration of half-maximal effect; nearly all actives have a fitted effect of over 40% in size
MmCpn inh: M. maripaludis TRiC chaperonin inhibition. 330,000 compounds, 0.031% hits. Potency, µM (top dose mostly 76.9 µM), for inactives: top-dose activity, negative = inhibition, most hits filed as inhibitors. purified Mm-Cpn ATPase, ADP Transcreener TR-FRET; note: potency is the fitted concentration of half-maximal effect; % is set by controls: 0 for no effect and ±100 for the full control effect; nearly all actives have a fitted effect of over 80% in size
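ATPase read-out: TR-FRET ADP immunoassay (anti-ADP Eu cryptate vs ADP-d2), ex 320 nm, em 590/665 nm; signal drops as ADP forms. Enzyme 25 nM, ATP 10 uM, 30 min at 37°C after 10 min compound preincubation.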
CCT modulator: cytosolic chaperonin activity modulation. activity change, % (test concentration not listed), hits read low. purified chaperonin ATPase assay, HTRF ADP detection, 30 min. 360,000 compounds, 0.3% hits; in the data active = activity change below about -30%; note: % is set by controls: 0 for no effect and ±100 for the full control effect
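TRiC (40 or 20 nM final, by batch activity) in 30 mM Tris pH 7.4, 100 mM KCl, 5 mM MgCl2, 1 mM DTT was treated with compound at 76 uM single dose, then 10 uM ATP, 30 min at 37 °C. ADP was read by HTRF Transcreener.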
pAkt inh: Akt phosphorylation inhibition. activity change, % for hits at 50 µM. 360,000 compounds, 0.32% hits. AID 651550. Neuro2A IGF-stimulated pAkt S473 HTRF, 20 min; stronger effect = lower value; in the data active = activity change below about -80%; inconclusive = mostly about -51% to -80%; note: % is set by controls: 0 for no effect and ±100 for the full control effect
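Single-point screen (50 µM final compound) in Neuro2A cells stimulated 20 min with 6 nM IGF at 37 deg C. After lysis, Ser473-phosphorylated Akt read by HTRF (ex 330 nm, em 615/665 nm) as the 665/615 ratio.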
The depositor's hits bear a star; i = inactive; ? = inconclusive; · = not tested or not shown; [ ] = another dose, or the depositor's remark. Unless noted, calls come from the whole dose curve; as a rule, active = well fitted curve in the direction sought with a large enough effect; inconclusive = small, poorly fitted or top-dose-only effect, or another doubt; inactive = no such curve, though single readings can be large; an effect the other way counts as inactive or inconclusive. Rows are unselected; any-hit rate near 4.4%.

SMILES | Nrf2 activator | Nrf2 inh | A549 tox | TGFb SMAD3 inh | HepG2 tox | ATXN viability | MmCpn inh | CCT modulator | pAkt inh
Cc1ccc(-c2nc3ccccc3[nH]2)cc1NC(=O)/C=C/c1ccco1 | 28% | ? | ? | -3% | -8% | i | -1% | 0.9 | i
Cc1ccc(-c2nnn(CC(=O)NC3CCCc4ccccc43)n2)cc1 (stereo unspecified) | -0.6% | -1% | -1% | 0% | -10% | i | -2% | -1.6 | i
CCN(CC)c1ccc(N)cc1S(=O)(=O)Nc1ccccc1OC | 0.1% | 2% | 0% | 4% | 0% | i | 1% | 1.4 | i
Cc1cc(NCc2ccccn2)n2ncc(-c3ccccc3)c2n1 | 3.8% | ? | -2% | ? | -41% | i | 0% | -9.0 | i
CCCCc1cc(=O)oc2cc(C)cc(OCC(=O)N[C@@H](CSCc3ccccc3)C(=O)O)c12 | 0.1% | 8% | 2% | 20% | 2% | i | -2% | -1.1 | i
COC(=O)c1ccc(NC(=O)CSc2nnc(C)n2-c2ccccc2)cc1 | 2.8% | -8% | 3% | -14% | -25% | ? | · | -0.6 | i
CC(NC(=O)c1ccc(Br)s1)c1ccncc1 (stereo unspecified) | -0.4% | 19% | 4% | -14% | -17% | i | 0% | -9.9 | i
CCN1C(=O)CS/C1=C(\C#N)S(=O)(=O)c1ccccc1 | 0.3% | · | -9% | 45%[activator] | -38% | i | -1% | -1.5 | i
COc1cc(-n2c(C)nc3cccnc32)c(Cl)cc1C(=O)O | -0.2% | ? | 4% | 7% | 21% | i | 0% | -0.4 | i
CCCc1cc(=O)[nH]c(SCC(=O)N2CCN(S(=O)(=O)c3ccc(C)cc3C)CC2)n1 | 0.1%[9.22 µM] | -6% | -3% | 5% | 7% | i | -1% | -1.3 | i
C[C@H](O)[C@@H]1C(=O)N2CCc3ccc(N4CCN(C)CC4)cc3[C@@H]2C[C@@H]1N(C)C(=O)c1cccnc1 | -0.7% | · | · | -12% | -26% | ? | · | 1.0 | i
Cc1cc(Cl)ccc1OCc1cn2cccnc2n1 | 0.0% | ? | -3% | ? | -2% | i | -2% | 2.7 | i
CCOc1ccc(NC(=O)COC(=O)Cc2ccsc2)cc1 | -0.6% | 14% | 0% | 18% | 7% | ? | 1% | 0.1 | i
CCOC(=O)c1ccc(-n2cncn2)nc1 | -0.4% | 7% | -3% | -5% | 2% | i | 1% | -1.4 | i
Cc1sc2nc(CSCC(=O)Nc3ccccc3C#N)[nH]c(=O)c2c1C | 3.3% | -26% | 0% | 3% | 1% | i | -3% | 0.3 | i
Cc1c(CCNC(=O)c2ccc(C(C)(C)C)cc2)sc2nc(-c3ccc(F)cc3)nn12 | -1.0% | · | -11% | 0% | 4% | · | · | · | ·
CSc1ccccc1NC(=O)CN(C)C(C)C(=O)Nc1ccc(C#N)cc1 (stereo unspecified) | 0.0% | ? | -1% | 13% | -5% | i | 2% | 1.7 | i
CC1=CC(C)(C)N(C(=O)CSc2nnc(-c3ccc(C)cc3)o2)c2ccc(C)cc21 | -0.4% | ? | 1% | ? | -12% | i | -1% | 2.5 | i
CC#CCN1c2ccccc2[C@]23C[C@@H](C(=O)OC)N(C(=O)NC4CCCCC4)C2=NC(C(=O)OC)=C(C(=O)OC)[C@H]13 | 0.4% | -24% | -5% | 1% | 29% | i | · | 1.5 | i
Nc1cc2c3c(cccc3c1)C(=O)N(CCN1CCCC1)C2=O | 2.6% | 13µM* | ? | ? | -15% | ? | -7% | -4.9 | i
COc1cccc(C(NC(C)=O)c2nc(-c3ccc(C)c(C)c3)cs2)c1 (stereo unspecified) | 0.5%[9.22 µM] | · | · | ? | -46% | i | · | 0.8 | i
CCn1c2ccccc2c2cc(NC(=O)CSc3nnc(-c4cccc(OC)c4)n3N)ccc21 | -0.2% | ? | -25% | -3% | -41% | i | -14% | -2.1 | i
Cc1cccc(C)c1NC(=O)CN1C(=O)NC(C)(CCc2ccccc2)C1=O (stereo unspecified) | -0.6% | 9% | -1% | -10% | -1% | i | -2% | -1.4 | i
N#CCSc1nc2c(c(C3CC=CCC3)c1C#N)CCC2 (stereo unspecified) | -0.5% | -22% | -3% | ? | -45% | i | -3% | 0.5 | i
OCC[C@H]1C[C@H](O)[C@@H](O)[C@@]2(CCc3ccccc3O2)O1 | 0.5% | 6% | -1% | 2% | 6% | i | -3% | -0.6 | i

One compound at a time, from the list above. Values in the order: Nrf2 activator	Nrf2 inh	A549 tox	TGFb SMAD3 inh	HepG2 tox	ATXN viability	MmCpn inh	CCT modulator	pAkt inh
CCN1C(=O)CS/C1=C(\C#N)S(=O)(=O)c1ccccc1 is entered as 0.3%	·	-9%	45%[activator]	-38%	i	-1%	-1.5	i
CC(NC(=O)c1ccc(Br)s1)c1ccncc1 (stereo unspecified) is entered as -0.4%	19%	4%	-14%	-17%	i	0%	-9.9	i

(list continues)
SMILES | Nrf2 activator | Nrf2 inh | A549 tox | TGFb SMAD3 inh | HepG2 tox | ATXN viability | MmCpn inh | CCT modulator | pAkt inh
CC(Sc1nnnn1C)C(=O)Nc1cc(S(=O)(=O)N2CCCCC2)ccc1Cl (stereo unspecified) | 0.3% | -6% | -3% | -23% | -3% | ? | -4% | -2.3 | i
Cc1ccc(-c2csc(NC(=O)Cc3ccc(F)cc3)n2)o1 | 4.7% | 0% | 2% | ? | 4% | i | 0% | -0.9 | i
Cc1cc(NC(=O)NCc2ccccc2)c(=O)n(Cc2ccccc2F)c1 | 0.0% | -27% | 3% | 20% | 15% | i | 0% | -1.0 | i
COC(=O)c1c(CCl)noc1C(=O)NCC1CCCO1 (stereo unspecified) | 13% | 3% | ? | -3% | -4% | i | 2% | 0.4 | i
CCOC(=O)N1CCN(C(=O)c2cn(C)c3ccc(S(=O)(=O)N4CCCC4)cc3c2=O)CC1 | 0.3% | 7% | 1% | ? | 4% | i | -1% | -0.4 | i
COc1cnc(-c2cccc(C(F)(F)F)c2)[nH]c1=O | 4.9%[9.22 µM] | 1% | 7% | 1% | -1% | i | -1% | 0.5 | i
Cc1occc1-c1nnc(SCC(=O)NC2CCC(C)CC2)o1 (stereo unspecified) | -1.3% | 1% | 0% | 2% | -22% | i | 1% | 0.2 | i
CCC(=O)NS(=O)(=O)c1cccnc1Nc1ccccc1Cl | -0.1% | 5% | -1% | -2% | 3% | i | -1% | 0.0 | i
Cc1ccc(SCC(=O)OCC(=O)N(C)CC(=O)Nc2ccccc2Cl)cc1C | 0.7% | 1% | 16% | -8% | 7% | i | -2% | 0.2 | i
CCC(=O)N1CCc2cc(S(=O)(=O)CCC(=O)NCc3ccco3)ccc21 | -0.5% | -3% | -4% | -3% | -15% | i | 1% | -2.9 | i
CCc1ccccc1N1CC(c2nc3ccccc3n2CCCCOc2ccccc2)CC1=O (stereo unspecified) | 0.4% | ? | ? | 0% | -16% | i | · | · | ·
Cc1nn(-c2ccccc2)c(C)c1C(=O)NNC(=O)C(F)(F)F | -0.3% | -11% | -8% | 2% | 6% | i | -1% | 0.2 | i
COc1ccc(NC(=O)C2(N(CC(C)C)C(=O)Cn3nnnc3N)CCCCC2)cc1 | -0.6% | 4% | 1% | 1% | -15% | i | -2% | -3.2 | i
CCc1nn(C(CC)C(=O)NCCCN2CC(C)CC(C)C2)c(=O)c2cc3oc(C)cc3n12 (stereo unspecified) | 1.7% | 12% | -18% | -2% | -26% | i | -1% | 1.2 | i
O=C(NC1CCCC1)C(=O)N(Cc1cccnc1)C(C(=O)NCC1CCCO1)c1ccco1 (stereo unspecified) | 0.6% | 19% | 2% | -1% | 5% | ? | 2% | 2.6 | i
Cc1cc(C)c(O)c(-c2cc(C(=O)NCc3ccccc3)[nH]n2)c1 | 0.6% | 10% | -10% | ? | -35% | i | 0% | -5.8 | i
CCOC(=O)CCCOC(=O)c1ccc(S(=O)(=O)N(C)C)cc1 | 0.1% | 14% | 2% | 5% | -13% | i | -1% | -1.1 | i
CC(=O)c1cccc(Nc2ccc(-c3ccccc3F)nn2)c1 | 4.0% | ? | -2% | 9% | 0% | i | 0% | 2.7 | i
CC(C)OCc1c(C(=O)OC/C(O)=C(\C#N)c2nc3ccccc3[nH]2)oc2ccccc12 | -0.9% | ? | 4% | 9% | 2% | i | 1% | 1.0 | i
Cc1nn(CC(=O)c2ccc3c(c2)OCCO3)c(=O)c(C#N)c1C | 0.0% | 15% | -4% | 7% | 20% | i | -2% | -2.6 | i
CCC(=NCCc1c(C)[nH]c2ccc(C)cc12)C1=C(O)CC(c2ccccc2)CC1=O (stereo unspecified) | 0.3% | ? | ? | ? | -15% | i | -4% | -1.1 | i
CCO[C@@H]1OC(C(=O)NCc2nc3ccccc3[nH]2)=C[C@H](C(C)(C)C)[C@H]1CCCO | -2.0% | 26% | 0% | 1.6µM* | -5% | ? | · | 1.1 | i
CC(/C=C/c1ccccc1)=N\NC(=O)c1ccc2c(c1)OCCO2 | 0.3% | -18% | -4% | -8% | -32% | i | 1% | -0.9 | i

Arranged by value in Nrf2 activator (rising): some entries from above
compound,Nrf2 activator
COc1ccc(NC(=O)C2(N(CC(C)C)C(=O)Cn3nnnc3N)CCCCC2)cc1,-0.6%
CCC(=O)N1CCc2cc(S(=O)(=O)CCC(=O)NCc3ccco3)ccc21,-0.5%
Cc1nn(-c2ccccc2)c(C)c1C(=O)NNC(=O)C(F)(F)F,-0.3%
Cc1cc(NC(=O)NCc2ccccc2)c(=O)n(Cc2ccccc2F)c1,0.0%
CCOC(=O)CCCOC(=O)c1ccc(S(=O)(=O)N(C)C)cc1,0.1%
CC(/C=C/c1ccccc1)=N\NC(=O)c1ccc2c(c1)OCCO2,0.3%
